# Screening results from PubChem BioAssay.
# Hsp90 inh = tumor Hsp90 inhibitors, primary screen, cell lysate, fluorescence polarization, NCI-N417 lysate | Heat shock protein HSP 90-alpha (Homo sapiens), P07900 | inhibition, % at 30 µM | Cy3B-geldanamycin FP displacement | hit rate 0.35% among 64,000;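 active = inhibition above 50%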;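 also: 0% = tracer plus lysate wells and 100% = tracer alone without lysate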
# Abs 340nm = compound light absorbance at 340 nm, profiling panel, artefact control, biochemical, MLSMR library, data from PS, PMK, MK assays; compound absorbance at 340 nm, fold over control; fold change at 10 µM; 65,000 tested, under 10 active; AID 708, 2007;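 active = at 10 µM dose, initial 340 nm absorbance at least 2 fold that of control wells; inactive = change under 2 fold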;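 also: initial absorbance extrapolated from kinetic A340 decline of NADH oxidation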
# Cdc25B block = inhibitors of Cdc25B phosphatase catalytic domain, primary screen, biochemical, OMFP fluorescence | recombinant Cdc25B, OMFP fluorescence Ex485/Em525 | M-phase inducer phosphatase 2 (Homo sapiens), P30305 | AID 368, 2006 | inhibition, %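 (compounds tested at 10 µM final in the well)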 | hit rate 0.1% among 65,000; in the data active = inhibition above about 50%
# Target sequence (P30305 whole entry, looked up, the tested form may be a part): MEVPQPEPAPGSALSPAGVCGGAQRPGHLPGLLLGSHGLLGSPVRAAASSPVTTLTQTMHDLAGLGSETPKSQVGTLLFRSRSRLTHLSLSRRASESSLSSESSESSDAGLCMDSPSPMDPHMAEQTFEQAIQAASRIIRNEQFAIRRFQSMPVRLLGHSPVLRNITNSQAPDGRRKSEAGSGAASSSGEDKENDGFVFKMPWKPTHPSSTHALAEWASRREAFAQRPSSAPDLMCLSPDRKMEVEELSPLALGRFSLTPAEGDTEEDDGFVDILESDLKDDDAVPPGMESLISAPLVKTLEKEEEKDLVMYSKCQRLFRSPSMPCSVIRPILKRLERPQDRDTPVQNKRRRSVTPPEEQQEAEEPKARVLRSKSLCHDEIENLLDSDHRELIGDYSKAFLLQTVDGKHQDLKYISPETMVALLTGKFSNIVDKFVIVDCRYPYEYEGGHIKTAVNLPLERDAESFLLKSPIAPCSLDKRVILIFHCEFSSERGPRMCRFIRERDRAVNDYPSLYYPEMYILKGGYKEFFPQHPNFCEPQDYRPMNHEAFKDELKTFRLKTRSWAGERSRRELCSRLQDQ
# FXIa inh mix = FXIa protease inhibitors in compound pools, primary screen, biochemical, 10-compound mixtures; inhibition, % at 5 µM; AID 680, 2007; Coagulation factor XI (Homo sapiens), P03951; purified FXIa, fluorogenic substrate, pooled mixtures; hit rate 0.19% among 62,000;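 also: each value is inhibition by a whole ten-compound pool holding the compound; 0% = enzyme with no mixture and 100% = wells lacking enzyme; strong numbers were not always called active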
# FXIIa mix inh = human factor XIIa inhibitors, primary screen, biochemical, pooled compound mixtures, fluorogenic substrate; inhibition, % at 5 µM; Coagulation factor XII (Homo sapiens), P00748; hit rate 0.2% among 62,000; purified FXIIa;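 also: 0% = enzyme without compound and 100% = no enzyme blank; some results filed as inactive read as strong as hits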
# JNK3 inh = JNK3 kinase activity inhibitors, primary screen, biochemical, human, purified enzyme; Mitogen-activated protein kinase 10 (Homo sapiens), P53779; HTS; inhibition, % at 8 µM; hit rate 0.61% among 60,000; AID 746, 2007; in the data active = inhibition above about 17%;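 also: 0% = DMSO and 100% = reference inhibitor; many of its hits are not listed in these tables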
# MKP-1 inh = MKP-1 phosphatase inhibitors, primary screen, biochemical, in vitro; recombinant MKP-1, OMFP hydrolysis fluorescence; inhibition, %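 (compounds tested at a single concentration somewhere between 10 and 100 µM)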; hit rate 0.15% among 65,000; AID 374, 2006;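 active = inhibition above about 50%, limit read from the data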;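 also: 0% = DMSO max control wells and 100% = wells with enzyme stopped by NaOH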
# Target sequence (P28562 whole entry, looked up): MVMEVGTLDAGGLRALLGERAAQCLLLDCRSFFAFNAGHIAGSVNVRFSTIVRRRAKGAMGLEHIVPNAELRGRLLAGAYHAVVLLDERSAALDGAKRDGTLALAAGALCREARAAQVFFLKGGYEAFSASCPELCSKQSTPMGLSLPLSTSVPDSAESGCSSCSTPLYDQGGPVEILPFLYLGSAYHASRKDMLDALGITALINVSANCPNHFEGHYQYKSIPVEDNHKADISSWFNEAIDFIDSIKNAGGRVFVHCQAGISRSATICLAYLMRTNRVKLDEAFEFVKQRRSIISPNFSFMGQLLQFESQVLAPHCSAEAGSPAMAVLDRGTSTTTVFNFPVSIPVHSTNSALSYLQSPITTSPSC
# AP ELISA ortho = alternative complement pathway inhibitors, primary screen, biochemical, ELISA, human serum, orthogonally pooled compounds; LPS-coated ELISA, C3 deposition; tested in compound mixtures; hit rate 0.08% among 62,000; AID 1235, 2008; inhibition, % at 5 µM;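 active = inhibition above 30% in each of the two pooled mixtures holding the compound, so the lower value exceeds 30%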;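 also: 0% = serum in Mg-EGTA without compound and 100% = EDTA serum blank; some compounds past the cut are filed as inactive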
#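 Medium: diluted human serum in Mg2+-EGTA GVB++. Assay system: human serum complement alternative pathway, C3 deposition onto LPS. Also added: Plate-bound LPS. Technique: Anti-C3 ELISA, OD 450 nm. Measure: percent inhibition. Incubation: 1 h at 37 °C. Dosing: 5 µM each compound, pools of ten, 50 µM per pool.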
# MMP-13 inhibitor = human MMP13 inhibitors, primary screen, biochemical, FRET peptide cleavage; inhibition, % at 4 µM; MMP-13 fTHP FRET cleavage, Mca fluorescence; AID 570, 2006; Collagenase 3 (Homo sapiens), P45452; hit rate 0.07% among 65,000;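 active = inhibition above the mean of compound-free control plate wells plus 3 SD, cut at about 14% in these data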;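 also: 0% = DMSO wells and 100% = wells with reference MMP-13 inhibitor after basal subtraction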
# Active calls of the source: *; . = no result given; & = joins results of further samples; [ ] = dose if it differs, or a comment. Rule as the data show it, unless noted: active = inhibition above about 20% (passing the limit was not always enough); inactive = the rest.
# Second line of a record – Hsp90 inh	Abs 340nm	Cdc25B block	FXIa inh mix	FXIIa mix inh	JNK3 inh	MKP-1 inh	AP ELISA ortho	MMP-13 inhibitor
CC1CN(C(=O)CN2C(=O)NC3(CCCCCCC3)C2=O)CC(C)O1 (stereo not given)
 : 2	1	-1	-3	0	4	15	15	-1
COc1cc(OC)c2c(C)cc(=O)oc2c1
 : -2	1	-2	-3	6	-3	13	9	-424[fluorescence artefact?]
COc1ccccc1NS(=O)(=O)c1ccc(O)c(C(N)=O)c1
 : -2	1	-7	5	10	6	0	12	-7
O=C(CCCOc1ccc(Cl)cc1Cl)N1CCN(c2ccccn2)CC1
 : -3	1	-15	-12	5	0	6	-1	1
Cc1ccc(-n2nc3c(c2NC(=O)C(C)(C)C)CSC3)c(C)c1
 : 2	0.97	-12	7	-1	8	12	26	6
O=C(O)c1cc2cc(F)ccc2[nH]1
 : -6&-4&-2	1&0.96	3&-11	3	6	1&-6	23&2	0	-3&-11
COc1ccc(C2CC(c3ccc(Cl)cc3)n3nc(N)nc3N2)cc1 (stereo not given)
 : 0	1	-5	-5	-1	-10	28	13	-3
Cc1nc2cc(N3CCCCC3)c(NC(=O)c3cccnc3)cc2c(=O)n1Cc1ccccc1
 : 1	1	-1	-2	7	-3	29	10	5
Cn1ccnc1SCC(=O)c1cc2ccccc2o1
 : .	1.1	3	10	-1	.	-1	13	6
O=S(=O)(c1ccc(OCC(O)CN2CCN(c3ccc(F)cc3)CC2)cc1)N1CCOCC1 (stereo not given)
 : 1	0.99	-2	4	3	-6	2	-7	-1
O=C(O)CCC1COc2ccccc2O1 (stereo not given)
 : -8	1	-1	9	9	2	10	14	-5
O=C(COC(=O)C1CC2C=CC1C2)NCc1ccco1 (stereo not given)
 : -6	0.99	32	6	0	-5	17	3	-6
COC(=O)CC1Oc2ccccc2N(Cc2ccccc2)C1=O (stereo not given)
 : 0	1.1	-14	4	-3	1	0	28	0
O=C(CSc1ncn[nH]1)Nc1nnc(-c2ccccc2)s1
 : 2	1.1	-5	5	1	-3	-5	5	-8
CCCCCC1CC(CC#CCN2CCOCC2)C(=O)O1 (stereo not given)
 : -2	1	-25	1	12	8	-20	-20	-1

# Complete entries from above. Screens in order: Hsp90 inh, Abs 340nm, Cdc25B block, FXIa inh mix, FXIIa mix inh, JNK3 inh, MKP-1 inh, AP ELISA ortho, MMP-13 inhibitor
# COC(=O)CC1Oc2ccccc2N(Cc2ccccc2)C1=O (stereo not given) reads 0, 1.1, -14, 4, -3, 1, 0, 28, 0
# O=C(COC(=O)C1CC2C=CC1C2)NCc1ccco1 (stereo not given) reads -6, 0.99, 32, 6, 0, -5, 17, 3, -6

# (continued)
# Second line of a record – Hsp90 inh	Abs 340nm	Cdc25B block	FXIa inh mix	FXIIa mix inh	JNK3 inh	MKP-1 inh	AP ELISA ortho	MMP-13 inhibitor
CC(=NCc1cccnc1)C1=C(O)c2ccccc2C1=O
 : -5	1.2	-10	11	3	37*	8	14	4
CN(C(=O)c1ccncc1)c1nnc(-c2cnccn2)s1
 : -1	1.1	7	3	7	-2	-4	8	5
CCn1c(=O)c(C(=O)Nc2cnccn2)c(O)c2ccccc21
 : 1	1.1	-5	3	-2	5	-37	11	1
Cc1cccc(C)c1NC(=O)C1CCCNC1 (stereo not given)
 : -3	0.99	-15	1	0	3	0	16	-1
O=C1CC(c2cccnc2)c2cc3c(cc2N1)OCCO3 (stereo not given)
 : 2	1.1	3	4	4	5	3	14	2
COc1cccc(-c2cc(C(=O)Nc3ccc(OC)c(OC)c3)no2)c1
 : -2	1	1	-1	5	2	24	2	-2
CC1(C)CN=C(NC2CCCCC2)S1
 : 17	1	1	9	7	5	5	13	-5
COC(=O)c1cccc(C(=O)Nc2cnc3ccccc3c2)n1
 : -1	1	-8	4	8	11	28	16	2
COc1ccc(S(=O)(=O)N2CCN(Cc3ccc(Cl)cc3)CC2)cc1
 : -3	0.97	-16	2	-1	-5	-8	-2	6
CC1CCc2sc3c(c2C1)c1ncnn1c(=O)n3CC(=O)c1ccc(Br)cc1 (stereo not given)
 : -4	1.1	-1	-3	4	0	3	-12	-2
C=CCn1c(SCc2ccc(F)cc2)nc2c1c(=O)[nH]c(=O)n2C
 : -1	1	-7	8	5	1	3	19	4
CC(NC(=O)NC1CCCCC1)C(c1cccs1)N1CCOCC1 (stereo not given)
 : -3	1	5	-5	11	-5	6	-2	2
CCOC(=O)CCc1c(C)n(CC)c2ncnn2c1=O
 : 0	1	0	8	9	-1	-9	18	-10
CCC(=O)Nc1cc(NC(=O)CSc2nnc(C(C)C)n2CC)ccc1C
 : -2	0.98	-7	4	-5	1	-17	9	-3
c1ccc(CN2CCC(N3CCN(Cc4ccc5c(c4)OCO5)CC3)CC2)cc1
 : 1	1	-3	-5	-1	4	-2	7	5
Cc1ccc(SCC(=O)N(Cc2nc(-c3ccccc3)no2)C(C)C)cc1
 : -1	1	-17	2	6	5	3	6	3
Cn1c(=O)c(=O)n(C)c2cc(S(=O)(=O)N3CCCCC3)ccc21
 : -6	1	4	8	0	4	-8	13	0
COc1cc(-c2csc(N3CCOCC3)n2)cc(OC)c1OC
 : -4	1	8	-2	6	0	4	9	-7
CCOc1nc(-c2ccncc2)nc2ccccc12
 : -6	1	3	2	-6	3	-3	-3	-3
Cc1cccc2cc(COC(=O)c3ccccn3)c(=O)[nH]c12
 : -1	1	-1	9	-18	3	-18	1	-2
O=C(CSc1nnc(-c2cnccn2)n1Cc1ccco1)c1ccc(Cl)c(Cl)c1
 : -9	1	-1	5	0	0	8	5	7
CN1CCN(C(CNS(=O)(=O)c2ccc(F)cc2)c2cccnc2)CC1 (stereo not given)
 : -3	1.1	-15	2	-1	.	3	-15	2
Cc1cc(/C=N/n2cnnc2)c(C)n1-c1cccc(C(=O)O)c1
 : -1	1.1	5	-1	8	1	5	-6	2
O=C(Nc1ccc(Cl)cc1C(=O)NCc1cccnc1)c1ccco1
 : -3	1	-1	4	-17	-2	-6	11	-3
O=C(c1cnccn1)N1CCc2ccccc21
 : -7	1.1	10	9	6	-7	10	4	-9
Cc1noc(C)c1CSc1ccccc1C(=O)Nc1nccs1
 : -1	1	-3	8	1	-2	13	-15	0
O=C(NCCSCc1c(F)cccc1Cl)c1ccco1
 : -1	1	-3	2	5	2	-13	12	2
O=C(Cc1cn2ccsc2n1)NCc1ccccc1
 : 0	1	-7	16	-20	7	21	-23	2
Cc1ccc(-c2cc(C(=O)Nc3cc(C)on3)c3ccccc3n2)c(C)c1
 : -5	1	-22	4	-1	9	-12	9	-1
CC(C)CN(C#N)c1nc(N2CCOCC2)nc(N2CCOCC2)n1
 : -3	1	-18	0	-8	-7	-16	8	0
COc1ccc(-c2cn3cc(C)ccc3n2)cc1OC
 : -2	1	-1	-1	-19	-11	-2	-1	-314[fluorescence artefact?]
Cc1nc(NC2=NCN(Cc3ccco3)CN2)nc2ccccc12
 : 1	0.99	-1	3	-1	-4	16	2	2
CCOc1ccc(N2CC(=O)SC2=S)cc1
 : -7	1	2	3	2	3	2	3	1
CCOC(=O)N1CCN(c2ccc(S(=O)(=O)N(Cc3ccccc3)Cc3ccccc3)cn2)CC1
 : 1	1	-22	5	5	-1	31	8	-2
CCOC(=O)C1CCCN(C(=O)CCCOc2cc(=O)n(C)c3ccccc23)C1 (stereo not given)
 : -3	1	-4	0	8	8	37	8	4
COc1ccc2c(c1OC)C(=O)N1c3ccccc3C(=O)N(c3ccc(F)cc3)C21 (stereo not given)
 : 1	1	5	4	10	0	-19	15	-9
O=C(CCSCCC(=O)NCC1CCCO1)NCC1CCCO1 (stereo not given)
 : -4	1	-6	-14	0	0	-3	1	2
CCOC(=O)C1C2C=CC3(CN(c4cccc(Cl)c4)C(=O)C13)O2 (stereo not given)
 : -3	0.99	-9	0	-13	.	-5	9	.
Cc1cc(=O)oc2ccc(OCC(=O)N(Cc3ccc(F)cc3)Cc3ccco3)cc12
 : 2	1	-8	-32	1	3	2	-9	-4
O=C(CSc1nc(Nc2ccccc2)nc(N2CCOCC2)n1)Nc1ccccc1Cl
 : -7	1	2	10	4	-2	14	-7	5
CN1C(=O)c2ccccc2Sc2ccc(NC(=O)N3CCCC3)cc21
 : 2	1	-7	14	0	-1	24	15	4
CCOC(=O)C1CCN(c2c(Nc3ccc4c(c3)OCCO4)c(=O)c2=O)CC1
 : -2	1.1	-5	3	11	-4	-8	19	0
O=C(NS(=O)(=O)c1ccc2c(c1)OCCO2)c1ccccc1
 : 1	1	1	-1	-14	.	-1	-2	-1
CCn1c(Cc2ccc(OC)cc2)nnc1SCC(=O)Nc1cccc(C(=O)OC)c1
 : -2	1	-18	-4	5	-2	-6	15	3
CCOc1ccccc1OCC(=O)Nc1ccc(S(=O)(=O)Nc2nc(C)cc(C)n2)cc1
 : -2	1	2	14	-1	.	33	12	3
O=P(c1ccccc1)(c1ccccc1)C(O)c1ccco1 (stereo not given)
 : .	1	-2	7	5	.	19	9	.
COc1cc(OC)cc(-n2nc(C(=O)NCCCN3CCOCC3)c3ccccc3c2=O)c1
 : -1	1	76*	8	3	6	-3	7	5
CN(C)CCNc1oc(COc2ccc(Cl)cc2)nc1C#N
 : 0	1	-9	-1	2	2	-4	-4	-1
COc1ccc(OC)c(-c2cc(C(=O)N3CCc4ccccc4C3)no2)c1
 : -2	1	-10	5	1	0	9	11	-6
CCOC(=O)N1CCN(CC(=O)n2c(C)c(C)c3ccccc32)CC1
 : -1	1	-2	6	7	0	1	9	3
Cc1[nH]nc2c1C(c1cn[nH]c1-c1ccc(F)cc1)C(C#N)=C(N)O2 (stereo not given)
 : -1	1	-11	-2	-13	-1	6	9	-3
N#Cc1nc(-c2ccc(OCc3ccccc3)cc2)oc1N1CCC(C(N)=O)CC1
 : -3	1.1	-1	0	-2	4	-1	-21	-129[fluorescence artefact?]
O=C(c1ccc(Br)cc1)N1CCN(S(=O)(=O)c2ccccc2)CC1
 : 0	1	-1	-2	12	-8	4	2	8
Cc1ccccc1C(=O)N1CCC(C(=O)Nc2cccc(F)c2)CC1
 : -3	1	-11	-2	2	2	12	-1	-9
CCCCc1cc(=O)oc2cc(C)cc(OC(C)C(=O)O)c12 (stereo not given)
 : 1	1	12	-7	3	1	-8	23	-136[fluorescence artefact?]
CCOC(=O)c1cc2cc(F)ccc2nc1C
 : -2	0.98	2	1	-4	1	5	-7	4
CCCCn1c(=O)cc(N2CCOCC2)[nH]c1=O
 : -3	1	-17	10	8	2	-9	12	0
CCOC(=O)c1sc(NC(=O)c2ccc(Cl)s2)cc1C
 : -1	1.1	3	1	2	5	1	23	8
CCOCCCNC(=O)c1ccc(CS(=O)(=O)Cc2cccc(C)c2)o1
 : -6	0.99	-2	8	9	1	-4	17	3
O=S(=O)(CCSc1nc2ccccc2o1)Cc1ccccc1
 : 0	1	-11	7	1	-3	1	22	0
COc1cccc(Cn2c(C3CC3)nc3ccc(NC(=O)c4ccco4)cc3c2=O)c1
 : -3	1	2	8	-11	0	21	2	-11
